# Assay outcomes: PubChem, National Center for Advancing Translational Sciences (NCATS)
# RXFP1 antag = blocks the human relaxin receptor RXFP1; Q9HBX9; HEK293-RXFP1, relaxin-stimulated cAMP HTRF, 30 min; hits give low values; activity change, negative = inhibition, % at 57.5 µM; 350,000 compounds, 0.59% hits;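 active = activity change of -60% or lower, but not beyond a set lower limit; inconclusive = change between -60% and -40%, or beyond the set limit; inactive = change above -40%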; note: % is set by controls: 0 for no effect and ±100 for the full control effect
# TRHR agonist = agonists of human TRH receptor | P34981 | TRHR cells, calcium flux fluo-8, FDSS agonist mode | activation, % at 2 µM | 360,000 compounds, 0.18% hits | AID 493084; in the data active = activation above about 30%; note: 0% is about no effect
# Target sequence (P34981 whole entry, looked up): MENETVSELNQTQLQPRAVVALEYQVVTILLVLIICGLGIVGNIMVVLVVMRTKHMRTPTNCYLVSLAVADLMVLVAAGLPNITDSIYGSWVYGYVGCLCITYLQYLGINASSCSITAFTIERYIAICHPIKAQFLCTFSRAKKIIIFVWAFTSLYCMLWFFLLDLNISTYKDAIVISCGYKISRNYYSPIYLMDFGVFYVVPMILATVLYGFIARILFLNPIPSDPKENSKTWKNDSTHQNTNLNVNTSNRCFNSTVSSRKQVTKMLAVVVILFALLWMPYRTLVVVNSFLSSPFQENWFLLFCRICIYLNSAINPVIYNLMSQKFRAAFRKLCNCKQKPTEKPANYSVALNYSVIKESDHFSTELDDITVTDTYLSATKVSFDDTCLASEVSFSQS
#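 Read-out: compound-evoked intracellular calcium rise in TRHR cells, fluo-8 dye, kinetic FDSS fluorescence at 1 s/cycle following a 10-cycle baseline. Cells cultured overnight before dye loading (30 min–1.5 h, RT).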
# Apoferritin bind = candidate novel general anesthetic via apoferritin binding; 350,000 compounds, 0.074% hits; apoferritin/1-aminoanthracene competitive binding, fluorescence; Potency, µM (highest dose often 77.5 µM), for the others: at the highest dose activity change, negative = displacement, usual class: inhibitors; AID 485281; P02791; note: potency is the fitted concentration of half-maximal effect; % is set by controls: 0 for no effect and ±100 for the full control effect; nearly all actives have a fitted effect of over 20% in size
# Target sequence (P02791 2-175 limits assumed): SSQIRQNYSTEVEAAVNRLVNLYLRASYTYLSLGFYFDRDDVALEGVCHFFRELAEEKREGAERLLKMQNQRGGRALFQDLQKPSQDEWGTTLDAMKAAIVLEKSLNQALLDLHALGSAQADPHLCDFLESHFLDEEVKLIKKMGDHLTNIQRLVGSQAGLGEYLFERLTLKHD
#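 Probe: 1-aminoanthracene (50% saturated, PBS). Protein: horse-spleen apoferritin, 10 uM. Incubation: 10 min, room temperature. Detection: 380 nm excitation, 535 nm emission. Analysis: normalized response, four-parameter Hill.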
# D2 PAM = D2 dopamine receptor (human) potentiation; HEK293 T-REx D2, calcium flux, EC20 dopamine potentiation; potentiation, % at 10 µM; 340,000 compounds, 0.34% hits;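 active = potentiation over 3 SD above the plate norm, cut at about 30% in these data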; note: 0% is about no effect
#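 Calcium flux readout, no-wash dye, 1 read/s. Inducible HEK293 Trex D2 line, overnight 30 C. Compound alone 180 s (agonist flags), then EC20 dopamine, another 180 s to score potentiation.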
# RXFP1 agonist = activates the human relaxin receptor RXFP1 | Q9HBX9 | HEK293T-RXFP1 cAMP TR-FRET, 30 min; response scale: percent of porcine relaxin response, buffer zero | Potency, µM (titrated, usually from 57.5 µM), for inactives: at the highest dose activation, hits mostly activators | 370,000 compounds, 0.3% hits; note: potency is the fitted concentration of half-maximal effect; % is set by controls: 0 for no effect and ±100 for the full control effect; nearly all actives have a fitted effect of over 60% in size; many of its hits are not listed in these tables
#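 Agonist response is measured as cAMP accumulation in an RXFP1-transfected HEK293T line under PDE4 inhibition. Values are scaled between buffer-only and 29 nM porcine relaxin, and EC50s come from standard Hill equation fits.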
# D1 antag = antagonists of human D1 dopamine receptor; HEK293 TREx D1 cells, calcium flux, dopamine EC80; hits give low values; activity change, negative = inhibition, % at 10 µM; 360,000 compounds, 3.2% hits; in the data active = activity change below about -30%; note: % is set by controls: 0 for no effect and ±100 for the full control effect
# Target sequence (P21728 whole entry, looked up): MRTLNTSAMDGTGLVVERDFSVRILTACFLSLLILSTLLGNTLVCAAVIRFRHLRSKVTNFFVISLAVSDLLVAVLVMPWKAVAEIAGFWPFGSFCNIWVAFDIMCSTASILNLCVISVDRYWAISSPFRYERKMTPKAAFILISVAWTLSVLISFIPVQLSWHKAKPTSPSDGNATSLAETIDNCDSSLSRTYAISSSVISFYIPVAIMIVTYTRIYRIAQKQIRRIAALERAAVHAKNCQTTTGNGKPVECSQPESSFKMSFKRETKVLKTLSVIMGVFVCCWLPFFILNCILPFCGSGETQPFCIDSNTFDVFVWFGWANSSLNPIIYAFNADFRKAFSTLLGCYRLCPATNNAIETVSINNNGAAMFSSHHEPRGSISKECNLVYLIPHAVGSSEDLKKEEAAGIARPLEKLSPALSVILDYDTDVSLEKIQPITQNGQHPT
#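 Using tetracycline-induced force-coupled D1 Hek293 cells and a calcium dye, signals were followed for 180 s after compound, then for 180 s after EC80 dopamine, to detect inhibitors.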
# D1 potentiator = enhances dopamine response at the human D1 receptor | P21728 | HEK293 TREx D1 cells, calcium flux, dopamine EC20 potentiation | potentiation, % at 10 µM | 360,000 compounds, 0.036% hits; in the data active = potentiation above about 30%; note: 0% is about no effect
# TRHR enhancer = allosteric enhancers of human TRH receptor. AID 493056. 360,000 compounds, 0.66% hits. TRHR cells, fluo-8 calcium fluorescence, EC20 TRH enhancement. P34981. enhancement, % at 2 µM; in the data active = enhancement above about 30%; note: 0% is about no effect
#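 Enhancer read-out: after compound pinning and an initial kinetic agonist-mode read, an EC20 of TRH (10 nM final) was injected and fluo-8 calcium signal (Ex 480/Em 530) followed at 1 s/cycle for 100 cycles in TRHR-expressing cells.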
# D1 agonist = agonists of human D1 dopamine receptor | P21728 | 360,000 compounds, 1% hits | HEK293 T-REx D1 cells, calcium flux, agonist mode | activation, % at 2 µM; in the data active = activation above about 30%; note: 0% is about no effect
#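 Tetracycline-induced HEK293 TREx D1 cells, force-coupled to calcium signalling, were dye-loaded with a no-wash calcium kit. Compound was pin-added after a 10 s baseline. Fluorescence was read kinetically at 1 cycle/s for 180 s, with calcium rises flagged as agonism.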
# Active calls of the source: *; ? = inconclusive; · = no result given; & = joins results of further samples; [ ] = dose if it differs, or a comment. Unless noted, calls come from the whole dose curve; as a rule, active = well fitted curve in the direction sought with a large enough effect; inconclusive = small, poorly fitted or top-dose-only effect, or another doubt; inactive = no such curve, though single readings can be large; an effect the other way counts as inactive or inconclusive. A portion of the library, so the mix of outcomes need not match the whole.
SMILES,RXFP1 antag,TRHR agonist,Apoferritin bind,D2 PAM,RXFP1 agonist,D1 antag,D1 potentiator,TRHR enhancer,D1 agonist
Cc1c(NC(=O)CSc2nc3c(cnn3-c3ccccc3)c(=O)[nH]2)c(=O)n(-c2ccccc2)n1C,-9,0.5,-7%,-6,0.5%,5,-5,-2,4
COc1cc2c(cc1NC(=S)NC(=O)/C=C/c1ccc(OC)c(OC)c1)oc1ccccc12,?,0.2,-2%,13,0.3%,5,4,4,2
O=C(OCCNc1nc(-c2ccccc2)nc2ccccc12)c1cccnc1,-3,-0.7,-19%,-2,0.0%,-8,-1,1,3
O=C(NCCc1ccccc1)c1ccc(CS(=O)Cc2ccc(Cl)cc2)o1 (stereo not given),-34&3,-0.7&-0.3,-14%&-3%,7&-1,-0.7%&0.3%,-13&-5,-4&-5,-4&1,0&0
CCOc1ccc(NC(=O)CN(C)C(=O)c2ccccc2CCc2ccccc2)cc1OCC,-5,-0.4,·,9,-0.2%,16,-2,-14,1
CCOCCCNS(=O)(=O)c1ccccc1,11,0.9,-16%,-6,2.3%,10,-5,-1,1
CC(C)CCNC(=O)c1ccc2c(c1)ncn2C1CCCCC1,-11,-0.5,-19%,-7,-2.0%,-7,-3,2,2
CC(=O)N1CCCc2cc(S(=O)(=O)N3CCCC(C(=O)Nc4ccccc4C)C3)ccc21 (stereo not given),2,0.0,-8%,1,1.2%,-37*,-5,2,2
Cc1ccc(C(=O)NCc2ccc(Cl)cc2)cc1S(=O)(=O)N1CCCCC1,4,0.4,·,·,-0.4%,-26,-2,-7,5
Cc1cc(C)nc(SCC(=O)Nc2ncc(Cc3cccc(Cl)c3)s2)n1,·,-0.2,-5%,9,-0.2%,1,-1,4,6
CN1CCN(C(=S)NC(=O)c2ccccc2Cl)CC1,1,0.6,-1%,13,0.3%,-2,-3,7,4
Cc1ccc(S(=O)(=O)N2CCC(C(=O)OC3CCOC3=O)CC2)cc1C (stereo not given),-11,0.4,·,-1,0.0%,0,-5,2,1
CN(CC(=O)Nc1ccc(N2CCOCC2)cc1)CC(=O)Nc1ccc(N2CCOCC2)cc1,-2,-0.3,6%,-28,0.0%,5,0,0,2
Cc1ccc(NC(=O)C2CCN(S(=O)(=O)c3ccc4c(c3)C(C)(C)C(=O)N4C)CC2)c(C)c1,·,-1.3,-16%,2,-2.5%,0,0,7,0
COc1ccc(CNc2cc(C)ccn2)c(O)c1,-7,-0.1,-16%,3,0.1%,1,-2,15,5
CSc1nc(NCc2ccco2)c2ccccc2n1,-5,-0.1,-19%,-5,3.2%,-14,-5,24,3
COc1ccccc1NC(=O)C(=O)NCC(c1ccc2c(c1)OCO2)N1CCOCC1 (stereo not given),-23,-0.5,4%,8,2.9%,4,3,1,-1
COc1cccc(CN2CCN(C(=O)c3ccc(-c4ccccc4)cc3)CC2)c1,-24,-1.0,-15%,-10,2.9%,-12,-6,-2,1
Cc1csc(N(C(=O)c2cccc(S(=O)(=O)N3CCCC3)c2)c2ccccc2)n1,-13,0.0,-14%,17,-0.2%,-14,16,2,3
Cn1nc(-c2ccccc2)c(CO)c1Oc1ccc(F)cc1,-4,0.1,-5%,-3,1.1%,13,-7,0,0
O=C(Cn1ncn2c(cc3sccc32)c1=O)NCCc1ccccc1,-5,-0.2,5%,0,25%,8,0,-2,-1
CCC(C(=O)NC1CCCCC1)N(Cc1cccs1)C(=O)c1snc(C(N)=O)c1N (stereo not given),-4,-1.8,-7%,-3,0.9%,16,3,-2,-5
O=C1Nc2ccccc2Nc2ccc([N+](=O)[O-])cc21,14,0.5,0%,-3,-2.1%,-2,2,1,1
Cc1cccc(N/N=C(\C(N)=O)C2=NC(C)(C)Cc3ccccc32)c1,-6,-0.1,-18%,2,3.7%,7,2,8,2
COc1cccc(C(=O)COc2ccccc2-c2ccccc2)c1,-10,1.8,-23%,-2,-0.2%,-14,-3,7,21
Cc1ccc2nc(NCc3ccco3)c(C=NCc3ccco3)c(=O)n2c1,8,-0.5,-4%,5,1.8%,-4,1,8,5
Oc1ccccc1/C=N/NC(=S)NC1CC2CCC1C2 (stereo not given),-13,0.7,-5%,-2,0.2%,-4,4,-1,15
O=C(N/N=C(\c1ccccc1)c1cccnc1)c1cc(O)ccc1O,·,-1.2,-18%,1,1.4%,-20,-6,-7,2
Cc1cc(=O)n2[nH]c(-c3ccc(F)cc3)nc2n1,5,0.2,-21%,-4,2.0%,16,0,4,2
CC(C)C1C(C#N)=C(N)Oc2n[nH]c(C(C)(C)C)c21 (stereo not given),-4,0.5,-13%,6,0.5%,4,1,-3,2
COC(=O)c1ccccc1NC(=O)c1ccco1,1,0.2,-19%,9,2.6%,-34*,-5,-3,1
Cn1c(=S)[nH]c2cccnc21,-21,-0.3,-10%,1,2.4%,12,2,4,2
Cc1ccc(C(=O)Nc2nnc(C3=COCCO3)o2)cc1C,-16,0.0,-6%,-7,-2.6%,-11,0,-3,3
CC(=O)NC(c1cc(Cl)c2cccnc2c1O)C(C)C (stereo not given),·,0.8&0.3,·,-14,0.3%&-0.1%,-6,3&0,-6&1,4&1
CC(=O)c1cccc(NC(=O)c2cc3nc(C)cc(C)n3n2)c1,3,0.4,-1%,-6,0.1%,3,-4,-9,1
CCN(c1ccc(NC(=O)COC(=O)c2ccc(C)c(S(=O)(=O)N3CCOCC3)c2)cc1)C(C)C,-9,-0.4,?,12,0.7%,7,-5,4,0
Cc1ccc(C(=O)Nc2cccc(C(=O)N3CCOCC3)c2)cc1Cl,-9,1.3,-4%,·,0.2%,-6,-2,-4,2
CCOC(=O)c1cc2c(=O)n3ccccc3nc2n(CC2CCCO2)c1=NC(C)=O (stereo not given),-3,-0.3,849%[activator],-1,24%,-2,-3,-2,0
C=CCNc1cc(C)oc(=O)c1C(=O)CCC,-7,-0.1,-5%,3,0.7%,4,4,18,-1
CCN(C(=O)c1cc(S(=O)(=O)N2CCCC2)cn1C)c1ccc(OC)cc1,10,-0.3,-3%,5,-4.2%,2,-1,6,4
O=[N+]([O-])c1cccc(CNCc2ccccc2)c1,-7,-0.1,-7%,-14,-0.5%,-8,1,-14,4
Cc1ccc(CNc2ncnc3cc(Cl)ccc23)o1,6,-0.7,-4%,14,2.1%,-16,-4,-6,4
CC(=O)N1C=CN(C(C)=O)C(c2cn(C)c3ccccc23)C1c1cn(C)c2ccccc12 (stereo not given),-6,0.2,-2%,14,5.0%,-6,-2,5,11
COC(=O)c1cnn(-c2ccccc2)c1C(OC)OC,7,0.4,41%[activator],8,-1.8%,-26,6,-1,18
O=C1CC(c2ccccc2)Cc2nc3nc(C(F)(F)F)nn3cc21 (stereo not given),-6,2.4,-7%,3,0.5%,3,1,3,-2
CC(=O)N(NC(N)=O)C(C)CC(=O)C1C(C)C=CCC1(C)C (stereo not given),5,0.3,3%,-5,-0.3%,-28,-1,-1,2
COc1ccccc1C(=O)NC(=O)COC(=O)c1ccco1,12,-0.3,·,·,2.1%,-7,-3,-5,4
CCS(=O)(=O)Nc1cccc(C2=NN(S(=O)(=O)c3ccccc3)C(c3cccs3)C2)c1 (stereo not given),10,0.5,-18%,·,-0.4%,10,0,0,1
Cc1ccc(NC(=O)c2nc[nH]c2C(=O)N2CCc3ccccc3C2)cc1,·,0.1,·,-25,0.3%,·,-2,0,-1
CCN1C(=O)C(CC(=O)Nc2ccccc2)N(Cc2ccccn2)C1=S (stereo not given),-20,0.3,-10%,·,1.5%,-1,-1,-2,1
CC(C)c1ccc(C(C(=O)NC2CCCCC2)N(C(=O)c2csnn2)C2CC2)cc1 (stereo not given),27,-0.5,8%,-6,-1.2%,7,-5,-10,4
CCCCNC(=O)N1CCC(CCC(=O)N(C)Cc2ccccc2)CC1,9,-0.2,-2%,13,-3.8%,25,-7,-6,-2
O=C(Nc1ncccn1)c1cc([N+](=O)[O-])cc([N+](=O)[O-])c1,6,0.5,-11%,-3,11%,8,-1,4,2
CCCC(=O)Nc1nnc(-c2ccco2)s1,-6,1.0,-1%,2,2.4%,1,-1,0,0
O=C(NC1CCCc2ccccc21)C1CCN(c2c3c(nc4ncnn24)CCC3)CC1 (stereo not given),15,-0.1,7%,7,5.3%,-4,-5,-4,0
COc1ccc(OCCC(=O)OCC(=O)NCc2ccccc2OC)cc1,-3,-1.6,·,0,0.4%,-3,-6,-6,-1
CCCCN1CC(=O)N2[C@H](c3ccc(Cl)cc3)[C@@H]3C(=O)N(CC)C(=O)[C@@H]3[C@]2(Cc2ccccc2)C1=O,·,1.1,-5%,-10,1.9%,1,6,-12,2
CSc1cccc(NC(=S)NCCCO)c1,-2,0.0,2%,-2,-2.7%,-11,-6,0,2
Cc1ccc(C(=O)NCC(=O)OCC(=O)Nc2cc(C)c(C)cc2[N+](=O)[O-])cc1,10,-0.2,?,-4,0.4%,-18,2,5,-1
COc1ccccc1CCC(=O)OCC(=O)Nc1cc(C)nn1-c1ccccc1,-2,-1.3,·,-2,0.4%,-12,-6,-7,0
CC12CCC(C(=O)NCc3ccc4c(c3)OCO4)(C(=O)C1=O)C2(C)C (stereo not given),4,-0.5,?,-6,0.6%,0,-5,-3,1
CC(C)CNS(=O)(=O)c1ccc(CCC(=O)NCc2ccco2)cc1,1,0.4,2%,5,0.0%,8,-6,1,4

# Among those listed so far, these have fluorine:
SMILES,RXFP1 antag,TRHR agonist,Apoferritin bind,D2 PAM,RXFP1 agonist,D1 antag,D1 potentiator,TRHR enhancer,D1 agonist
Cn1nc(-c2ccccc2)c(CO)c1Oc1ccc(F)cc1,-4,0.1,-5%,-3,1.1%,13,-7,0,0
Cc1cc(=O)n2[nH]c(-c3ccc(F)cc3)nc2n1,5,0.2,-21%,-4,2.0%,16,0,4,2
O=C1CC(c2ccccc2)Cc2nc3nc(C(F)(F)F)nn3cc21 (stereo not given),-6,2.4,-7%,3,0.5%,3,1,3,-2
